Screens (PubChem BioAssay)
Arrestin-AP2 inh = blocks beta-arrestin peptide binding to AP2 adaptin | FITC-arrestin peptide / GST-AP2 beads, flow cytometry; AP2 beta2 appendage carries R879A mutation | inhibition, % at 10 µM | 0.31% of 340,000 active;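 active = inhibition above a set limit, near 3 SD of compounds lacking own fluorescence, cut at about 54% in these data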;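 note: plate controls were DMSO wells for no effect and 5 µM unlabelled arrestin peptide for full effect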
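test system = AP2 appendage R879A on GSH beads | buffer or medium = PBS plus Tween 20 (0.05%) and BSA (0.1%) | incubation = 12 min plus 1 h, RT | detection = bead flow cytometry, FITC channel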
DSG3 Ab inh = inhibitors of pemphigus antibody binding to human desmoglein-3 | 0.48% of 310,000 active | binding (percent of control), % at 10 µM | DSG3-coupled beads, scFv-anti-DSG3-GFP binding, flow cytometry; active compounds read low | P32926;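 active = binding more than 3 SD below its plate's average and above zero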;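 note: hits lower antibody fragment binding to DSG3; some compounds called inactive have numbers as strong as hits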
PKA-R1A activ = activators of PKA-R1A complex. P00514+P68181. PKA-R1A dissociation, Cy5-IP20 fluorescence polarization; scaled: DMSO 0%, 113 µM cGMP 100%. activation, % at 11.4 µM. 0.083% of 340,000 active. AID 504707;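 active = percent activation above the mean of all tested compounds plus 3 SD, cut at about 19% in these data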;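 note: higher means more PKAc released from R1A so a rise in polarization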
Mot1-301 SUMO = SUMOylation pathway inhibition by Mot1-301 growth rescue; growth rescue, % at 18.8 µM; AID 2716; 1% of 320,000 active; S. cerevisiae Mot1-301 growth rescue, ATP luminescence, 38.5C; percent above DMSO median, 100 means doubled;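 active = every valid replicate shows activation above 250% relative to neutral control wells; inactive = the rest, any valid replicate at or below 250%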;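 note: OY570 slx delta 5 strain wells were the positive control but not used for scaling; some compounds called inactive have numbers as strong as hits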
Tat export inh = blocks Tat-dependent protein export in E. coli. E. coli MC4100 TorA-mCherry Tat export, fluorescence. inhibition, % at 10 µM. 0.036% of 340,000 active;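 active = mean replicate inhibition at least 50% and at least half of replicates individually reaching 50%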;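 note: exported cargo escapes ClpAP degradation while cytoplasmic cargo is degraded and loses fluorescence; 0% = median of neutral control wells and 100% = median of NaSCN control wells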
AddAB inh = less growth of phage-infected E. coli with AddAB; E. coli expressing H. pylori AddAB, absorbance growth; 0.29% of 330,000 active; AID 435030; inhibition, % at 11.9 µM; in the data active = inhibition above about 12%;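 note: 0% = vehicle wells of infected cells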
MOR-DOR ag = OPRM1-OPRD1 heterodimerization agonism | P35372+P41143 | cells, luminescence | activation, % at 9.3 µM | 0.3% of 340,000 active | AID 504326; in the data active = activation above about 18%;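 note: 0% = vehicle-treated cells and 100% = reference agonist; values of inactives mirror those of a sister screen read the other way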
Target sequence (P35372 whole entry, looked up): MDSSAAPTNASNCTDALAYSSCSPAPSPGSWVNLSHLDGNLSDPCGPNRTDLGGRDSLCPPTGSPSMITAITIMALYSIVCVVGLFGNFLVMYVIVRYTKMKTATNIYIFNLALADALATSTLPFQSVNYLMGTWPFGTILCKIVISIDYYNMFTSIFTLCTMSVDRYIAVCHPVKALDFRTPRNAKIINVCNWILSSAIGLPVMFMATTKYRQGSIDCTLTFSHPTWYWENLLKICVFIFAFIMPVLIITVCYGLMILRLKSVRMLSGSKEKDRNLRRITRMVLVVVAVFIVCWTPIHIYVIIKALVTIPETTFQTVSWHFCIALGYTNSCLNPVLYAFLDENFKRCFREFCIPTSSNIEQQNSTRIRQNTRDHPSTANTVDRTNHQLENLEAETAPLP
Target sequence (P41143 whole entry, looked up): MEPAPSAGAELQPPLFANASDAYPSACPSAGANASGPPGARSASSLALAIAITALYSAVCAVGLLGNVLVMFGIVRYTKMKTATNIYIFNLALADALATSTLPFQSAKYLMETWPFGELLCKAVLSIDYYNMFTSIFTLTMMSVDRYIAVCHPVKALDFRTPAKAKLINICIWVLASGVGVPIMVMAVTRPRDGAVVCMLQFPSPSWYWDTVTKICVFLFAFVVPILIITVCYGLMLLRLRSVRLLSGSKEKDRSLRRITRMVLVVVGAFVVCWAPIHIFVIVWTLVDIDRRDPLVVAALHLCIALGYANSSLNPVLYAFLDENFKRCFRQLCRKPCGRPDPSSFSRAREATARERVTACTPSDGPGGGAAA
MOR-DOR inv ag = inverse agonists of human mu-delta opioid receptor heterodimerization; cell-based MOR-DOR heterodimer luminescence, inverse agonism; inhibition, % at 9.3 µM; 0.21% of 340,000 active; AID 504357; in the data active = inhibition above about 22%, passing the limit was not always enough;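 note: 0% = cells with DMSO and 100% = wells without cells with DMSO; values of inactives mirror those of a sister screen read the other way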
phage Ecoli inh = E. coli growth loss with phage present; growth absorbance; inhibition, % at 11.9 µM; 0.26% of 360,000 active; in the data active = inhibition above about 11%
E coli growth = bacterial growth inhibition, counter-screen for AddAB inhibitors; E. coli V3065 growth, OD600 absorbance, 18 h; inhibition, % at 11.9 µM; 0.27% of 330,000 active; AID 449728;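 active = inhibition above the campaign's mean inhibition across all tested compounds plus 3 SD, cut at about 9.9% in these data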;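 note: uninfected addAB+ strain grown without phage in ampicillin broth; 0% = DMSO wells and 100% = ciprofloxacin 0.95 µg/ml wells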
PfHsp90 yeast 2 = growth inhibition of yeast expressing Plasmodium Hsp90 | S. cerevisiae expressing PfHsp90, BacTiter-Glo ATP, 48 h; yeast lacking PDR1 and PDR3 efflux regulators | inhibition, % at 9.4 µM | 0.32% of 310,000 active;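 active = every replicate shows inhibition above about 80%, whatever the replicate mean, limit read from the data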;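 note: 0% = DMSO neutral controls and 100% = 20 µM radicicol positive controls; yeast relying on Plasmodium falciparum Hsp90 in place of its own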
Numbers without * were called inactive.

The first two entries as a preview:
Screening Cc1cc(N/C=C(\C#N)S(=O)(=O)c2ccccc2Cl)nc(C)n1 returned Arrestin-AP2 inh 16, DSG3 Ab inh 108, PKA-R1A activ -3, Mot1-301 SUMO 7, Tat export inh 2, AddAB inh 2.1, MOR-DOR ag -3.0, MOR-DOR inv ag 15, phage Ecoli inh 3.3, E coli growth -2.3 and PfHsp90 yeast 2 -2.
`S=C(Nc1ccccc1Cl)N1CCCC(c2ccccc2)=N1` gave Arrestin-AP2 inh 13, DSG3 Ab inh 113, PKA-R1A activ -2, Mot1-301 SUMO 74, Tat export inh -1, AddAB inh -0.6, MOR-DOR ag 1.8, MOR-DOR inv ag -9, phage Ecoli inh 0.9, E coli growth 1.6 and PfHsp90 yeast 2 11.

All compounds of this part, repeating the preview:
Screening Cc1cc(N/C=C(\C#N)S(=O)(=O)c2ccccc2Cl)nc(C)n1 returned Arrestin-AP2 inh 16, DSG3 Ab inh 108, PKA-R1A activ -3, Mot1-301 SUMO 7, Tat export inh 2, AddAB inh 2.1, MOR-DOR ag -3.0, MOR-DOR inv ag 15, phage Ecoli inh 3.3, E coli growth -2.3 and PfHsp90 yeast 2 -2.
`S=C(Nc1ccccc1Cl)N1CCCC(c2ccccc2)=N1` gave Arrestin-AP2 inh 13, DSG3 Ab inh 113, PKA-R1A activ -2, Mot1-301 SUMO 74, Tat export inh -1, AddAB inh -0.6, MOR-DOR ag 1.8, MOR-DOR inv ag -9, phage Ecoli inh 0.9, E coli growth 1.6 and PfHsp90 yeast 2 11.
`N#Cc1cnc(Nc2ccc(F)cc2)nc1N` gave Arrestin-AP2 inh -2, DSG3 Ab inh 104, PKA-R1A activ -5, Mot1-301 SUMO 1, Tat export inh 7, AddAB inh 3.5, MOR-DOR ag -2.8, MOR-DOR inv ag 14, phage Ecoli inh 0.6, E coli growth 0.2 and PfHsp90 yeast 2 5.
`COc1ccc(S(=O)(=O)N2CCN(Cc3cc(OC)c(OC)c(OC)c3)CC2)cc1` gave Arrestin-AP2 inh 31, DSG3 Ab inh 100, PKA-R1A activ -2, Mot1-301 SUMO 27, Tat export inh -6, MOR-DOR ag -2.2, MOR-DOR inv ag 10, phage Ecoli inh 2.5 and PfHsp90 yeast 2 -4.
COC(=O)C(C)Oc1ccc(Cl)c(CN2OCC(C)(C)C2=O)c1 (stereo unspecified) was read as Arrestin-AP2 inh -10, DSG3 Ab inh 111, PKA-R1A activ 8, Mot1-301 SUMO -2, Tat export inh -4, AddAB inh -0.4, MOR-DOR ag -1.9, MOR-DOR inv ag 10, phage Ecoli inh -0.5, E coli growth -1.6 and PfHsp90 yeast 2 13.
For O=C(CN1CCN(c2ccccc2O)CC1)Nc1ccc2c(c1)CCC2 the results were Arrestin-AP2 inh 1, DSG3 Ab inh 101, PKA-R1A activ -1, Mot1-301 SUMO 19, Tat export inh 13, AddAB inh 2.7, MOR-DOR ag 4.2, MOR-DOR inv ag -30, phage Ecoli inh 4.3, E coli growth -2.6 and PfHsp90 yeast 2 -2.
O=C(CSc1c[nH]c2ccccc12)NCC1CCCO1 (stereo unspecified) was read as Arrestin-AP2 inh -4, DSG3 Ab inh 104, PKA-R1A activ 7, Mot1-301 SUMO -7, Tat export inh -9, AddAB inh -3.8, MOR-DOR ag -0.5, MOR-DOR inv ag 3, phage Ecoli inh 1.8, E coli growth -1.9 and PfHsp90 yeast 2 -10.
For CCc1ccc(NC(=O)c2ccc(F)c(S(=O)(=O)N(CC)c3ccccc3)c2)cc1 the results were Arrestin-AP2 inh 2, DSG3 Ab inh 103, PKA-R1A activ -5, Mot1-301 SUMO 9, Tat export inh -4, AddAB inh 2.4, MOR-DOR ag 9.6, MOR-DOR inv ag -49, phage Ecoli inh -0.1, E coli growth 0.8 and PfHsp90 yeast 2 20.
`CN(CC(=O)Nc1ccccc1C(F)(F)F)C(=O)C1=COCCO1` gave Arrestin-AP2 inh -2, DSG3 Ab inh 102, PKA-R1A activ -1, Mot1-301 SUMO 4, Tat export inh 4, AddAB inh 0.7, MOR-DOR ag -0.3, MOR-DOR inv ag 2, phage Ecoli inh 5.6, E coli growth -0.6 and PfHsp90 yeast 2 18.
Cc1nc(COC(=O)c2ccc(CO)cc2)cs1 was read as Arrestin-AP2 inh 1, PKA-R1A activ -3, Mot1-301 SUMO -10, Tat export inh -11, AddAB inh 2.2, MOR-DOR ag -2.5, MOR-DOR inv ag 14, phage Ecoli inh 0.6 and E coli growth 1.4.
For CCOC(=O)c1cnn(-c2nc(OC)cc(OC)n2)c1C(F)(F)F the results were Arrestin-AP2 inh -6, DSG3 Ab inh 94, PKA-R1A activ -10, Mot1-301 SUMO -12, Tat export inh -2, AddAB inh 4.6, MOR-DOR ag 3.0, MOR-DOR inv ag -18, phage Ecoli inh 3.9, E coli growth -2.6 and PfHsp90 yeast 2 -10.
`O=c1[nH]c2c(cnn2-c2ccc(Cl)cc2)c(=O)n1-c1cccc(Cl)c1` gave Arrestin-AP2 inh -3, DSG3 Ab inh 104, PKA-R1A activ 12, Mot1-301 SUMO -2, Tat export inh 4, AddAB inh 9.1, MOR-DOR ag -0.5, MOR-DOR inv ag 3, phage Ecoli inh 0.1, E coli growth -0.5 and PfHsp90 yeast 2 8.
`CC(NC(=O)CSc1ncccc1C(=O)O)C1CC2CCC1C2` (stereo unspecified) gave Arrestin-AP2 inh -6, DSG3 Ab inh 88, PKA-R1A activ -8, Mot1-301 SUMO 12, Tat export inh 5, AddAB inh 0.4, MOR-DOR ag -2.8, MOR-DOR inv ag 14, phage Ecoli inh -0.5, E coli growth -0.4 and PfHsp90 yeast 2 6.
CC(C)(C(=O)Nc1nccs1)c1ccccc1 was read as Arrestin-AP2 inh 5, DSG3 Ab inh 107, PKA-R1A activ -3, Mot1-301 SUMO 5, Tat export inh -1, AddAB inh -0.1, MOR-DOR ag -1.7, MOR-DOR inv ag 8, phage Ecoli inh 0.8, E coli growth 0.8 and PfHsp90 yeast 2 -2.
`Cc1cc(C)cc(OCc2nnc(SCC(=O)c3ccccc3)o2)c1` gave Arrestin-AP2 inh -8, DSG3 Ab inh 97, PKA-R1A activ -3, Mot1-301 SUMO 53, Tat export inh -12, AddAB inh 1.6, MOR-DOR ag 3.0, MOR-DOR inv ag -15, phage Ecoli inh 1.5, E coli growth 0.5 and PfHsp90 yeast 2 -26.
`Cc1nn(C)c(C)c1CCC(=O)N1CCCC(C(=O)c2cccc(OC(C)C)c2)C1` (stereo unspecified) gave Arrestin-AP2 inh 3, DSG3 Ab inh 98, PKA-R1A activ 11, Mot1-301 SUMO -9, Tat export inh -3, AddAB inh 1.4, MOR-DOR ag -0.4, MOR-DOR inv ag 2, phage Ecoli inh 3.2, E coli growth 1.9 and PfHsp90 yeast 2 -24.
`Cc1cc(C)nc(SCCCNCc2ccc(Br)cc2)n1` gave Arrestin-AP2 inh -6, DSG3 Ab inh 104, PKA-R1A activ -11, Mot1-301 SUMO 12, Tat export inh 5, AddAB inh 2.4, MOR-DOR ag 1.2, MOR-DOR inv ag -6, phage Ecoli inh 1.1, E coli growth -0.9 and PfHsp90 yeast 2 -8.
Screening CCOCc1nnc(NC(=O)CS(=O)(=O)c2ccc(C)cc2)s1 returned Arrestin-AP2 inh -1, PKA-R1A activ -9, Mot1-301 SUMO -2, Tat export inh 15, AddAB inh 0.6, MOR-DOR ag -0.3, MOR-DOR inv ag 2, phage Ecoli inh 0.5, E coli growth -0.6 and PfHsp90 yeast 2 14.
`COc1ccc(Br)cc1CNC(=O)CCCc1cn(C)c2ccccc12` gave Arrestin-AP2 inh 11, DSG3 Ab inh 96, PKA-R1A activ -2, Mot1-301 SUMO 96, Tat export inh -6, AddAB inh 0.1, MOR-DOR ag 0.3, MOR-DOR inv ag -2, phage Ecoli inh 1.6, E coli growth -0.4 and PfHsp90 yeast 2 11.
COc1ccc([N+](=O)[O-])cc1C(=O)C(=O)c1ccccc1 was read as Arrestin-AP2 inh 51, DSG3 Ab inh 112, PKA-R1A activ 3, Mot1-301 SUMO 11, Tat export inh 12, AddAB inh 4.6, MOR-DOR ag -1.3, MOR-DOR inv ag 7, phage Ecoli inh 1.9, E coli growth -0.3 and PfHsp90 yeast 2 -1.
`O=C(CCCc1ccccc1)NCCC1=CCCCC1` gave Arrestin-AP2 inh -17, DSG3 Ab inh 107, PKA-R1A activ -2, Mot1-301 SUMO 5, Tat export inh 7, AddAB inh 3.6, MOR-DOR ag -3.5, MOR-DOR inv ag 18, phage Ecoli inh 3.6, E coli growth -0.5 and PfHsp90 yeast 2 -11.
`CC(C)n1c(SCC(=O)N2CCN(C)CC2)nc2c1c(=O)n(C)c(=O)n2C` gave Arrestin-AP2 inh 13, DSG3 Ab inh 93, PKA-R1A activ -2, Mot1-301 SUMO 111, Tat export inh -7, AddAB inh 3.8, MOR-DOR ag -1.8, MOR-DOR inv ag 11, phage Ecoli inh 2.2, E coli growth 1.3 and PfHsp90 yeast 2 -5.
CCC(C)NC(=O)c1ccc2nc(Cc3ccc(OC)cc3)oc2c1 (stereo unspecified) was read as Arrestin-AP2 inh 3, DSG3 Ab inh 117, PKA-R1A activ 6, Mot1-301 SUMO 11, Tat export inh -4, AddAB inh 2.5, MOR-DOR ag -0.8, MOR-DOR inv ag 4, phage Ecoli inh -1.8, E coli growth 0.0 and PfHsp90 yeast 2 -3.
`Cn1c(=O)[nH]c(=O)c2c1nc(Br)n2CC(O)COc1ccccc1` (stereo unspecified) gave Arrestin-AP2 inh 2, DSG3 Ab inh 103, PKA-R1A activ -2, Mot1-301 SUMO 119, Tat export inh 3, AddAB inh -1.8, MOR-DOR ag -1.1, MOR-DOR inv ag 7, phage Ecoli inh 1.6, E coli growth -1.4 and PfHsp90 yeast 2 -71.
For O=C(/C=C/c1ccc(F)cc1)N1CCc2ccccc2C1 the results were Arrestin-AP2 inh 6, PKA-R1A activ -3, Mot1-301 SUMO 95, Tat export inh -2, AddAB inh 1.4, MOR-DOR ag 0.4, MOR-DOR inv ag -2, phage Ecoli inh 0.8, E coli growth -2.9 and PfHsp90 yeast 2 -23.
Screening CCCCOc1ccccc1C1NC(=O)NC(C)=C1C(=O)OCCOC (stereo unspecified) returned Arrestin-AP2 inh 0, DSG3 Ab inh 105, PKA-R1A activ 11, Mot1-301 SUMO -16, Tat export inh 1, AddAB inh 1.3, MOR-DOR ag -0.2, MOR-DOR inv ag 1, phage Ecoli inh 2.3, E coli growth -1.1 and PfHsp90 yeast 2 12.
Screening CCS(=O)(=O)N1Cc2ccccc2CC1C(=O)N1CCN(c2ccccc2)CC1 (stereo unspecified) returned Arrestin-AP2 inh 26, DSG3 Ab inh 99, PKA-R1A activ -16, Mot1-301 SUMO -2, Tat export inh -6, AddAB inh -0.8, MOR-DOR ag -3.8, MOR-DOR inv ag 17, phage Ecoli inh 1.3, E coli growth -3.4 and PfHsp90 yeast 2 0.
N=c1oc2cc(O)ccc2cc1C(=O)Nc1ccc(F)cc1 was read as Arrestin-AP2 inh 6, DSG3 Ab inh 113, PKA-R1A activ -12, Mot1-301 SUMO -18, Tat export inh -4, AddAB inh -0.8, MOR-DOR ag -3.0, MOR-DOR inv ag 13, phage Ecoli inh 2.5, E coli growth -0.5 and PfHsp90 yeast 2 42.
